Source: PubChem
Hck Nef HTS – inhibitors of Nef-activated human Hck kinase, primary screen, biochemical, Z-Lyte FRET, 384-well, Hck-YEEI | Tyrosine-protein kinase HCK (Homo sapiens), P08631 | Recombinant Hck-YEEI plus Nef, Z-Lyte FRET kinase assay | inhibition, % at 20 µM | 220,000 tested, 0.68% active | AID 463187, 2010;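 active means Hck-Nef kinase inhibition above about 50%, limit read from the data; inactive means inhibition below that limit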;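 further: 0% = DMSO with Hck plus Nef and 100% = Hck alone without Nef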
zVAD death inh – inhibitors of zVAD-triggered necroptosis, primary screen, L929 cells; AID 1377, 2008; viability rescue, % at 10 µM; 220,000 tested, 0.38% active; L929 zVAD necroptosis rescue, ATP luminescence, 24 h; with zVAD 60 µM;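 active means activation, scaled between plate controls, above about 75%, limit read from the data; inactive means activation under that limit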;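 further: 0% = zVAD with DMSO and 100% = DMSO alone without zVAD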
NCF1 inh – p47phox/p22phox peptide binding inhibitors, primary screen, biochemical, uHTS, NADPH oxidase regulatory subunit; fluorescence polarization, 2 h; inhibition, % at 24.7 µM; 220,000 tested, 0.53% active;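 active means inhibition above about 30%, limit read from the data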;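 further: 0% = p47phox with labelled peptide and 100% = labelled peptide alone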
Target sequence (P14598 whole entry, looked up): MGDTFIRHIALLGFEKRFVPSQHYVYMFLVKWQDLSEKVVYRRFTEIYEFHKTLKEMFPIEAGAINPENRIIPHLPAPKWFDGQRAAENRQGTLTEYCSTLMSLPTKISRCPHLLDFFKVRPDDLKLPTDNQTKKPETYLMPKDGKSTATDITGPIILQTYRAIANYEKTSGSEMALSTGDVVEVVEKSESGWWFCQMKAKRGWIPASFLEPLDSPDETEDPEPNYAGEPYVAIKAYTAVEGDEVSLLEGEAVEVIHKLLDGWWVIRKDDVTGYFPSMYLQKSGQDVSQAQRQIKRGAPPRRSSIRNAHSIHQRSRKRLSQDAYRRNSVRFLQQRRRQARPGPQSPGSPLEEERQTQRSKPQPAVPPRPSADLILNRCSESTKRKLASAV
Runt-CBFb FRET – inhibitors of RUNX1 Runt–CBFb binding, primary screen, biochemical, FRET, Cerulean-Runt, Venus-CBFb, uHTS; Cerulean-Runt/Venus-CBFb FRET ratio 530/480, 1 h; inhibition, % at 20 µM; 220,000 tested, 0.46% active; AID 1496, 2009;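 active means inhibition over about 50% at 20 µM in the single-dose screen, limit read from the data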;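 further: 0% = DMSO wells and 100% = excess unlabeled CBFb competitor control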
Target sequence (Q01196 whole entry, looked up): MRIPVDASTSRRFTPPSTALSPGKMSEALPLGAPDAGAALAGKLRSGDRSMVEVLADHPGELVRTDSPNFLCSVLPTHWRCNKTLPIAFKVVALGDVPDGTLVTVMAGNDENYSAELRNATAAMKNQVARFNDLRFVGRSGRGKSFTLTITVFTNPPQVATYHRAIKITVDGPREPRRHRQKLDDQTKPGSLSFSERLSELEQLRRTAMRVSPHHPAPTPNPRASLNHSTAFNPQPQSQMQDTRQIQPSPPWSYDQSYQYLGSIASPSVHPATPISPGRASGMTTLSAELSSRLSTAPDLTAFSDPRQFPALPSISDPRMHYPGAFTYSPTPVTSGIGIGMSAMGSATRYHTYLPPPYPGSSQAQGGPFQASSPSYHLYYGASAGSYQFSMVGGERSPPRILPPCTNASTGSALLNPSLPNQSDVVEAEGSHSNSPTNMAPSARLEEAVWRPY
Target sequence (Q13951 whole entry, looked up): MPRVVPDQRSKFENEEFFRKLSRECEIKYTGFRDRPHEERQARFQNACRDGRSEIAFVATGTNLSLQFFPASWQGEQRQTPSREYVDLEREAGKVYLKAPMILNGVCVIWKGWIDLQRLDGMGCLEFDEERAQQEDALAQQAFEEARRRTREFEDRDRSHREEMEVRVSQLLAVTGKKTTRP
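Buffer or medium: Tris pH 7.5 buffer with BSA. Assay system: Cerulean-labeled Runt domain protein. Amount: each fluorescent fusion protein 100 nM. Read-out basis: loss of energy transfer signal. Incubation: 1 h compound exposure, room temperature. Probe or stimulus: Venus-CBFb binding partner, 100 nM. Detection: FRET, excitation 422 nm, emission at 530 and 480 nm.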
EBV gp42 inh – Epstein-Barr virus gp42 inhibitors, primary screen, biochemical, uHTS, fluorescence polarization | Glycoprotein 42 (Epstein-Barr virus (strain AG876)), Q1HVG2 | Fluorescence polarization binding assay, mP read-out | inhibition, % (tested at 21.74 µM) | 220,000 tested, 0.42% active | AID 1085, 2008; in the data active means inhibition above about 50%
TbHK1 inh – Trypanosoma brucei hexokinase 1 inhibitors, primary screen, biochemical, G6PDH-coupled NADH absorbance, MLSCN library. hexokinase 1 [Trypanosoma brucei]. recombinant TbHK1, G6PDH-coupled NADH A340. AID 1430, 2008. 220,000 tested, 0.11% active. inhibition, % at 10 µM;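 active means inhibition of 50% or more in the single-dose primary screen; inactive means inhibition below 50%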
Mdm2 ligase inh – MDM2-luciferase reporter signal enhancers, primary screen, MDM2 E3 ligase inhibitor project, cell-based, luminescence, 1536-well; E3 ubiquitin-protein ligase Mdm2 (Homo sapiens), Q00987; cell-based MDM2 ubiquitination luciferase reporter, 2 h; 0 = plate control, 100 = twice control, blank-subtracted; signal enhancement, % at 5 µM; 210,000 tested, 0.11% active; AID 1230, 2008;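 active means signal enhancement of 30% or more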;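 further: luminescence tracks abundance of the self-degrading MDM2-luciferase fusion protein; higher signal means inhibition of MDM2 E3 ligase activity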
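Timing – 2 h compound exposure at 37 °C · Assay system – mammalian cells stably expressing self-ubiquitinating, self-degrading MDM2 E3–luciferase fusion · Amount – 2000 cells seeded into each well · Measure – % luminescence enhancement versus blank-corrected plate control mean · Measured by – SteadyLite luminescence, 15 min reagent step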
14-3-3 Bad inh – inhibitors of 14-3-3 zeta/Bad binding, primary screen, biochemical, TR-FRET, bovine 14-3-3 zeta. 14-3-3 protein zeta/delta (Bos taurus), P63103. TR-FRET 14-3-3zeta/Dy647-pBad peptide displacement, 1 h. inhibition, % at 21.7 µM. 220,000 tested, 0.71% active;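 active means inhibition above about 70%, limit read from the data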;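 further: 0% = full 14-3-3 plus peptide FRET controls and 100% = background without 14-3-3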
Runt-SMMHC FRET – inhibitors of RUNX1 Runt–CBFb-SMMHC binding, primary screen, biochemical, FRET, Cerulean-Runt, Venus-CBFb-SMMHC, uHTS; inhibition, % at 20 µM; Cerulean-Runt/Venus-CBFb-SMMHC FRET ratio 530/480, 1 h; 220,000 tested, 0.74% active; Runt-related transcription factor 1 (Homo sapiens) + Core-binding factor subunit beta …;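 active means mean inhibition across duplicate retests at 20 µM reaching about 50%, limit read from the data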;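 further: 0% = DMSO wells and 100% = wells with excess untagged CBFb-SMMHC; inhibitors lower the FRET ratio by blocking Runt binding to CBFb-SMMHC; some results filed as inactive read as strong as hits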
The depositor's hits bear a star; nt = no result given; [ ] = remark or other dose.

The line under a structure holds: Hck Nef HTS	zVAD death inh	NCF1 inh	Runt-CBFb FRET	EBV gp42 inh	TbHK1 inh	Mdm2 ligase inh	14-3-3 Bad inh	Runt-SMMHC FRET
- O=C(CSc1ncn[nH]1)c1ccc2c(c1)OCO2
 : 1	-0.2	-5	-1	-7	-6	4	6	-1
- Cc1cc(N/N=C/c2ccc(F)cc2)nc(NCc2ccccc2)n1
 : 10	1.5	-21	3	5	-33	-101	4	0
- CC(CCc1ccccc1)NC(=O)COC(=O)C1CCC(C(C)(C)C)CC1 (configuration not stated)
 : 3	1.6	-8	-8	5	5	-1	4	-9
- Cc1nc(SCC(=O)NC2CCCC2)[nH]c(=O)c1Cc1ccccc1
 : 0	0.0	-5	-2	-22	2	-10	10	-1
- COc1ccc(OC)c(NS(=O)(=O)c2ccc(N3CCCC3=O)cc2)c1
 : -2	0.4	-11	5	-10	-9	-10	4	1
- O=C1C=C(N2CCCCC2)C2(CCCCC2)O1
 : -20	0.7	4	0	16	6	-17	-6	1
- CCCSc1nc2c(c(=O)n1-c1ccc(OCC)cc1)SCC2
 : -7	1.9	-10	0	-17	-1	5	-4	-3
- Brc1cc2c(cc1COc1ccc(-c3nn[nH]n3)cc1)OCO2
 : 12	-1.5	-9	-4	2	1	-12	9	-7
- O=C(COC(=O)/C=C/c1ccc(F)cc1)Nc1cc(C(F)(F)F)ccc1N1CCOCC1
 : -43	-1.3	-8	-1	-7	1	-18	6	0
- CC1CCCN(S(=O)(=O)c2ccc(Br)s2)C1 (configuration not stated)
 : -11	nt	-7	-4	-2	2	-5	-1	1
- NS(=O)(=O)c1ccc(NC(=S)N2CCN(c3ccccc3Cl)CC2)cc1
 : 0	0.6	4	1	-10	-1	-7	-5	4
- CCOC(=O)N1CCN(c2c(N3CCN(c4ccccn4)CC3)c(=O)c2=O)CC1
 : -4	1.5	-9	-2	-13	-9	-30	-7	1
- c1ccc(SCCOCCn2cncn2)cc1
 : -10	-1.2	-25	-1	-8	5	9	-5	1
- COCCCNC(=S)N(Cc1ccccc1)Cc1nc2ccccc2c(=O)[nH]1
 : 6	0.1	-12	0	-5	-6	2	8[fluorescence artefact?]	1
- CC(C)C(=O)NNS(=O)(=O)c1ccccc1
 : 15	0.6	-2	0	10	0	-8	-3	-1
- CCOP(=O)(Cc1ccc(C(C)(C)CC(C)=O)o1)OCC
 : 15	0.1	-7	0	-14	0	-9	-3	-4
- NC(=O)c1c(NC(=O)c2cnccn2)sc2c1CCCC2
 : 20	26	-1	27	-12	-14	11	-10	-8
- COC(=O)c1ccc(Cl)c(NS(=O)(=O)c2ccc3c(c2)OCCO3)c1
 : 2	1.4	-7	0	-27	-6	-14	5	1
- Cc1cc(=O)n2nc(N3CCCC(C(=O)NCc4ccc5c(c4)OCO5)C3)sc2n1 (configuration not stated)
 : -1	1.2	-11	0	-7	-1	-18	-4	2
- N/C(Cc1ccc(Cl)cc1)=N\OC(=O)c1cccc2ccccc12
 : 0	0.8	2	0	-6	4	-7	6	-2
- C(=N\NC(=Nc1ccccc1)c1ccccn1)/c1ccccn1
 : 1	2.1	7	4	-23	2	-9	-11	0
- CC1=NN(c2cccc(C(=O)O)c2)C(=O)/C1=C\C=C/c1ccccc1
 : 59*	54	-16	18	-8	-4	31*	-2	12
- CN(C)c1ccc(C(=O)c2ccc(N(C)C)c(N)c2)cc1N
 : 1	0.2	-8	-2	-12	-20	-18	-13	-1
- C/C(N)=C(/C#N)C(=O)COC(=O)CC12CC3CC(CC(C3)C1)C2
 : -2	-0.8	0	-3	-5	-6	-11	4	0
- Cc1ccc(-n2c(=O)[nH]cc(C(=O)N3CCc4ccccc43)c2=O)cc1C
 : 3	1.0	-5	0	6	-3	-25	9	2
- O=C(NCc1ccco1)C(=O)NCC1OCCN1S(=O)(=O)c1ccccc1 (configuration not stated)
 : -6	nt	-5	2	-2	-2	nt	1	3
- COc1ccc(-n2c(=O)/c(=C\c3cccs3)s/c2=C(/C#N)C(=O)N2CCN(C)CC2)cc1
 : 21	0.8	-11	-4	-15	-14	1	-12	-4
- O=C(NNc1c2ccccc2nc2ccccc12)C(O)c1ccccc1 (configuration not stated)
 : 23	-0.1	-9	9	1	-12	nt	-4	14
- COc1ccccc1N=c1oc2cc(O)ccc2cc1C(=O)NCC1CCCO1 (configuration not stated)
 : 72*	0.6	-1	43	-21	-8	-34	-11	-10
- CN(C)S(=O)(=O)c1ccc(C(=O)Nc2ccc(CCC(=O)N3CCCC3)cc2)cc1
 : 14	-0.6	-9	0	-10	-10	4	1	-1
- Cc1cc(C)nc(SCc2cc(=O)c(OC(=O)c3cccc([N+](=O)[O-])c3)co2)n1
 : 0	-0.4	-7	-1	-6	-16	nt	-9[fluorescence artefact?]	-2
- COC(=O)c1[nH]c2ccc(Cl)cc2c1NC(=O)CCN1CCN(C2CCCCC2)CC1
 : -1	-0.2	-14	0	-19	2	0	6	0
- COc1ccc(F)cc1S(=O)(=O)Nc1ccc2c(c1)OCCO2
 : 2	1.2	-8	-1	-2	11	-2	7	5
- CCCCc1cc(=O)oc2cc(OCc3cc(OC)c(OC)c(OC)c3)c(Cl)cc12
 : 0	-0.4	-16	-2	0	-3	-1	-6	-3
- COc1ccccc1N(CC(=O)NC1CCCCC1)C(=O)c1csnn1
 : 0	1.1	-2	1	-13	0	-1	14	-7
- CCCCOc1ccc(C(=O)O)cc1
 : -1	0.4	-2	1	-16	1	1	-3	-7
- Cn1c2c(c(=O)n(C)c1=O)C(CC(=O)Nc1ccccc1F)C(=O)N2 (configuration not stated)
 : 16	-0.1	-14	1	-19	-13	-13	-4	2
- CCn1c(=O)cc(SCC(=O)N2CCN(Cc3ccc4c(c3)OCO4)CC2)c2ccccc21
 : 1	0.0	1	-9	-4	-10	-10	0	1
- N#C/C(=N\Nc1ccc(S(=O)(=O)N2CCCCCC2)cc1)C(N)=S
 : 33	30	-3	7	-1	0	-19	-15	-9
- CCCCCCC(C)n1[nH]c(=O)c2c(C)cc(C)nc21 (configuration not stated)
 : 3	-0.5	-4	-3	1	-6	-11	0	2

An excerpt from above in order of the Hck Nef HTS value, descending.
Molecule,Hck Nef HTS,NCF1 inh,Runt-CBFb FRET,EBV gp42 inh,TbHK1 inh,14-3-3 Bad inh,Runt-SMMHC FRET
O=C(NNc1c2ccccc2nc2ccccc12)C(O)c1ccccc1 (configuration not stated),23,-9,9,1,-12,-4,14
COc1ccc(-n2c(=O)/c(=C\c3cccs3)s/c2=C(/C#N)C(=O)N2CCN(C)CC2)cc1,21,-11,-4,-15,-14,-12,-4
COC(=O)c1[nH]c2ccc(Cl)cc2c1NC(=O)CCN1CCN(C2CCCCC2)CC1,-1,-14,0,-19,2,6,0

Going on with the list.
The line under a structure holds: Hck Nef HTS	zVAD death inh	NCF1 inh	Runt-CBFb FRET	EBV gp42 inh	TbHK1 inh	Mdm2 ligase inh	14-3-3 Bad inh	Runt-SMMHC FRET
- Oc1ccccc1-c1n[nH]c(=S)n1Cc1ccco1
 : -1	-0.3	-12	10	1	-2	-24	-13[fluorescence artefact?]	11
- Cc1cccc(Nc2nc(N)nc(CSc3nccn3C)n2)c1
 : -2	-0.2	7	0	-12	-4	-6	1[fluorescence artefact?]	2
- O=C(N/N=C/c1cccnc1)c1ccc(NC(=O)C(c2ccccc2)c2ccccc2)cc1
 : 4	0.4	-18	-12	-11	-11	nt	2[fluorescence artefact?]	-6
- CCn1c(CSc2ncccn2)nnc1SCC(=O)N1CCCCC1
 : 18	0.5	-2	-1	-20	-2	0	4	-2
- COc1ccc2c(c1)C(=O)CC(O)(C(F)F)O2 (configuration not stated)
 : -2	-0.4	-11	3	-5	-14	-13	2	-2
- Cc1nc(C(F)(F)F)ccc1C(=O)N1CCCCC1
 : 12	1.1	-2	-2	-2	-3	6	1	1
- Cc1ccc(-c2nc(CN3CCCCC3)cc(CN3CCCCC3)c2O)cc1
 : 20	28	-19	6	-14	-10	20	17	1
- COc1ccc(CONc2ncnc3nonc23)cc1[N+](=O)[O-]
 : 16	1.0	-8	nt	-21	-19	-3	-8	-5
- COc1ccc(NC(=O)c2cnc(C)cn2)c2ncccc12
 : 3	14	-19	-1	-11	-3	-4	-5	-1
- CCOC(=O)c1cc(C(C)=O)c(=O)n(C)c1N
 : 0	0.3	0	0	-3	-74	-8	29[fluorescence artefact?]	-4
- Cc1nn(C)cc1C(=O)Nc1ccccc1Br
 : 2	0.4	11	0	-15	2	1	-4	-1
- COc1ccc(CC(NC(C)=O)C(=O)NC2CCN(S(=O)(=O)c3cccc4ccccc34)CC2)cc1OC (configuration not stated)
 : 7	0.1	2	-2	3	-4	-6	5[fluorescence artefact?]	0
- CC(=O)Oc1oc(-c2ccccc2)nc1C=Nc1ccc(N(C)C)cc1
 : -21	0.7	1	-16	-24	-11	-16	-7	-104
- O=C(CSc1ncccc1C(=O)O)c1cccc(C(F)(F)F)c1
 : 22	7.2	-12	0	-1	-4	-7	-12	-3
- Cc1cccc(-c2nc(CN3CCCC(C(=O)NC4CCCCC4)C3)c(C)o2)c1 (configuration not stated)
 : -2	1.0	-19	-6	-24	0	7	-7	-4
- C=CCn1c(=N)n(CC(=O)c2ccc(Br)s2)c2ccccc21
 : 1	0.5	-2	23	8	16	-12	-4[fluorescence artefact?]	15
- COc1ccc(/C=N/NC(=O)c2cccc([N+](=O)[O-])c2)cc1OC
 : -7	-0.4	-6	0	-1	-21	-22	8	8
- CSC1=N/C(=C\c2ccc(C)o2)C(=O)S1
 : 2	0.5	-31	6	-3	-3	-23	-10	-14
- Cc1ccc(N2CC(c3nc4ccccc4[nH]3)CC2=O)c(C)c1 (configuration not stated)
 : 3	3.0	6	-4	1	-2	-15	4[fluorescence artefact?]	-5
- CN1CCN(C2=Nc3cc(Cl)ccc3Nc3ccccc32)CC1
 : -1	0.1	-10	1	5	3	nt	0	0
- COc1ccc(NC(=O)C2CCCN2C(=O)OCc2ccccc2)cc1 (configuration not stated)
 : 30	-0.1	-1	-1	-7	-6	-4	-1	0
- CCCn1c(SCC#N)nc2c(c1=O)C1(CCCC1)Cc1ccccc1-2
 : 4	-0.1	-2	-1	6	2	-11	-7	-42
- N=c1c(C(=O)NCc2ccc(F)cc2)cc2c(=O)n3ccccc3nc2n1CCCN1CCOCC1
 : 69*	-1.6	3	12	-21	-3	-18	2	65*
- CCCNc1ccc(S(=O)(=O)N(C(C)C)C(C)C)cn1
 : 27	1.8	16	7	-19	-3	6	4[fluorescence artefact?]	-9
- O=C(Nc1nccs1)c1ccc(CSc2nnnn2-c2ccccc2)cc1
 : 2	87*	-18	4	-10	-2	2	-4	-1
